HttQ103 aggreg – qHTS Multiplex Assay to Identify Dual Action Probes in a Cell Model of Huntington: Aggregate Formation (GFP). PC12 HttQ103-GFP aggregates, Acumen cytometry, 40 h. Potency, µM (doses to about 46.1 µM), for inactives: at the highest dose activity change, negative = inhibition, most hits filed as inhibitors. 220,000 compounds, 1.1% hits; also: potency is read from the fitted curve at half-maximal effect; % is scaled to controls: 0 for no effect and ±100 for the full control effect; nearly all actives have a fitted effect of over 60% in size
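Aggregate formation scored by laser-scanning cytometer (488 excitation, 500–530 emission) in lysed PC12 cells expressing Q103-GFP after 100 nM tebufenozide induction; library tested in dose series, with ATPLite reagent added in the multiplex.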
CBFb RUNX1 block – qHTS Assay for Compounds Blocking the Interaction Between CBF-beta and RUNX1 for the Treatment of Acute Myeloid Leukemia | Runt-related transcription factor 1 (Homo sapiens) + Core-binding factor subunit beta … | AlphaScreen CBFb-His/RUNX1-biotin binding, biochemical | Potency, µM (doses to about 59.8 µM), without a hit: at the highest dose activity, negative = inhibition, actives largely listed as inhibitors | 230,000 tested, under 10 active; also: % of control where 0% means no effect
Target sequence (Q01196 whole entry, looked up): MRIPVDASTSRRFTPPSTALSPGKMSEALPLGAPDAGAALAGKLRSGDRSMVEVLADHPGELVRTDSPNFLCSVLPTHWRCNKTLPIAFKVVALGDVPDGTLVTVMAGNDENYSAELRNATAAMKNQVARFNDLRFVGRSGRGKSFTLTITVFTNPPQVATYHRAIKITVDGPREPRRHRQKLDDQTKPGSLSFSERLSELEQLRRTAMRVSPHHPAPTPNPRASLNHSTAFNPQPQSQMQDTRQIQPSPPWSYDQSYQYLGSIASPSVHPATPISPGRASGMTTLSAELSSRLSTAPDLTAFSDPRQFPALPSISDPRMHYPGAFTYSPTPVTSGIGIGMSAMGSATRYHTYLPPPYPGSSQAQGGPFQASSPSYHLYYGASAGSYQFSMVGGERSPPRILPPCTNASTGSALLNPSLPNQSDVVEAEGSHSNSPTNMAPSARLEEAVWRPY
Target sequence (Q13951 whole entry, looked up): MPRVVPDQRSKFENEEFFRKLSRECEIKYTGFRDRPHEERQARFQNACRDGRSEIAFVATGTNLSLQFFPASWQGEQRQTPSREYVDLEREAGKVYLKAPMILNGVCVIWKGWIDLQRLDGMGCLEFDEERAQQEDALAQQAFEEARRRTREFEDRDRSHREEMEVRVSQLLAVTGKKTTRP
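Read-out: AlphaScreen. Format: His-CBF-beta with biotinylated RUNX1 (30 nM each) preincubated 20 min, compound 15 min, Ni-chelate plus streptavidin beads 90 min; room temperature throughout.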
Epigenetic reg – Quantitative High-Throughput Screen for Regulators of Epigenetic Control; 280,000 compounds, 0.2% hits; murine LDR cells, GFP reporter derepression, 30 h; Potency, µM (highest dose often 53.9 µM), without a hit: at the highest dose GFP activation, hits mostly activators; also: potency is read from the fitted curve at half-maximal effect; % of control where 0% means no effect; nearly all actives have a fitted effect of over 60% in size
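Murine LDR cells carrying a silenced, genomically integrated CMV-driven GFP reporter were exposed to compound for 30 hours at 37 C. After PBS washes, GFP-positive cells (20–120 um objects) were counted by laser-scanning microplate cytometry.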
IMPase Li inh – qHTS Assay for Identifying the Cell-Membrane Permeable IMPase Inhibitors: Potentiation with Lithium; CHO-M1 cells, IP1 TR-FRET (IP-One), carbachol + lithium; Potency, µM (doses to about 59.4 µM), without a hit: at the top dose activity, negative = IMPase inhibition, actives largely listed as inhibitors; 210,000 compounds, 0.35% hits; AID 1457, 2008;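 also: IP1 builds up when IMPase is blocked and the TR-FRET signal falls; potency is read from the fitted curve at half-maximal effect; plate controls were basal vehicle for no effect and high inhibitor control for full effect; nearly all actives have a fitted effect of over 50% in size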
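Steps: plate 2000 CHO-M1 cells per well and culture 16–30 h; add compound and lithium; incubate 30 min, 37C; add d2-IP1 tracer and Eu cryptate anti-IP1 antibody in lysis buffer; read after 10 min at room temperature.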
Luc counter – Counterscreen for Luciferase (Kinase-Glo TM) Inhibition; Luciferin 4-monooxygenase (Photuris pensylvanica), Q27757; Kinase-Glo luciferase, ATP luminescence, 8 min; Potency, µM (series often up to 38.3 µM), inactives show at the highest dose activity change, negative = inhibition, actives largely listed as inhibitors; 200,000 compounds, 0.28% hits; AID 1379, 2008; also: potency is read from the fitted curve at half-maximal effect; % is scaled to controls: 0 for no effect and ±100 for the full control effect; nearly all actives have a fitted effect of over 60% in size
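Recombinant Kinase-Glo luciferase, 10 uM ATP (linear range), luciferin; imidazole pH 7.2 / KCl / MgCl2 / Tween / BSA buffer; 8 min RT; luminescence.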
L3MBTL1 block – qHTS Assay for the Inhibitors of L3MBTL1 | Lethal(3)malignant brain tumor-like protein 1 (Homo sapiens), Q9Y468 | AlphaScreen L3MBTL1–H3K9me1 peptide binding | 230,000 compounds, 0.66% hits | Potency, µM (titrated, usually from 57.1 µM), for inactives: at the highest dose activity, negative = inhibition, most hits filed as inhibitors | AID 485360, 2010; also: potency is read from the fitted curve at half-maximal effect; % is scaled to controls: 0 for no effect and ±100 for the full control effect; nearly all actives have a fitted effect of over 60% in size
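Displacement of a biotinylated histone H3(1-15) peptide monomethylated at Lys9 (75 nM) from L3MBTL1 (50 nM) was measured by AlphaScreen after a 30 min room-temperature compound incubation; cefsulodin titration served as intraplate control.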
NPSR antag – qHTS Assay for Antagonists of the Neuropeptide S Receptor: cAMP Signal Transduction; Q6W5P4; CHO-NPSR cells, cAMP TR-FRET, antagonist mode; Potency, µM (top dose mostly 38.3 µM), without a hit: top-dose activity change, negative = inhibition, most hits filed as inhibitors; 220,000 compounds, 1% hits; AID 1461, 2008; also: potency is read from the fitted curve at half-maximal effect; % is scaled to controls: 0 for no effect and ±100 for the full control effect; nearly all actives have a fitted effect of over 50% in size; many of its hits are not listed in these tables
Target sequence (Q6W5P4 whole entry, looked up): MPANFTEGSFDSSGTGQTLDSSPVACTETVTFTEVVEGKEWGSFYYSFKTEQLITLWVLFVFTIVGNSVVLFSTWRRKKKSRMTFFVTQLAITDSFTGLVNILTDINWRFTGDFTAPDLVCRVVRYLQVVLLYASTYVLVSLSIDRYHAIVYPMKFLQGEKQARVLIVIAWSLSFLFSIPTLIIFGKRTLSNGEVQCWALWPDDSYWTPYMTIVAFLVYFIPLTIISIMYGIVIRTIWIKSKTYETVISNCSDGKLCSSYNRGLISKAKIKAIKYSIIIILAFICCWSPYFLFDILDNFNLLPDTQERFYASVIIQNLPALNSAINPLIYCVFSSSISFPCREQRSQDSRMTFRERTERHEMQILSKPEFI
* = called active by the depositor; ? = inconclusive; / = no result given; & = joins results of further samples; [ ] = dose if it differs, or a comment. Calls follow the shape of the dose curve; as a rule, active = well fitted curve in the direction sought with a large enough effect; inconclusive = small, poorly fitted or top-dose-only effect, or another doubt; inactive = no such curve, though single readings can be large; an effect the other way counts as inactive or inconclusive.

Order of values – HttQ103 aggreg | Luc counter | L3MBTL1 block | Epigenetic reg | IMPase Li inh | CBFb RUNX1 block | NPSR antag
C#CC(C)(C)NC(=S)NC1CC2C=CC1C2 (stereo unspecified)
 : 5%[9.22 µM] | / | / | -2.3% | / | 11% | 3%
CCOC(=O)CN1C(=O)C(O)=C(C(C)=O)C1c1ccc(F)cc1 (stereo unspecified)
 : 7% | / | 0% | -9.0% | / | 3% | -2%[46.1 µM]
O=C(N/N=C/c1ccco1)/C(=C/c1cccc([N+](=O)[O-])c1)NC(=O)c1ccccc1
 : ? | -1% | -4% | -0.9% | -10%[38.3 µM] | 4% | -17%[46.1 µM]
c1cncc(C2OCC3(CO2)COC(c2cccnc2)OC3)c1 (stereo unspecified)
 : 10%[9.22 µM] | -1% | 10% | 2.4% | -4% | -1% | -17%
O=C(Nc1ccccc1-c1ccccc1)C(c1ccccc1)c1ccccc1
 : 12% | -1% | 3% | 3.0% | 15% | -1% | -40%
C(=N\Nc1nc2ccccc2[nH]1)/c1cccc2nccnc12
 : ? | / | / | 4.4% | / | ? | -1%
COC(=O)Nc1nc(C)c(C(=O)c2ccccc2)s1
 : -29% | -2% | / | 0.8% | 23%[38.3 µM] | 23% | 6%[46.1 µM]
CCOC(=O)c1ccc(NC(=O)C(=O)NCC2CCCO2)cc1 (stereo unspecified)
 : -1% | -4% | 3% | -0.9% | -17%[38.3 µM] | 4% | -1%[46.1 µM]
Cc1cc(C)cc(NC(=O)CSc2nnc(CNC(=O)c3cccs3)o2)c1
 : 12% | -4% | / | 0.0% | 25%[38.3 µM] | 0% | ?
Cc1ccc(CSCC(=O)N/N=C/c2sccc2C)cc1
 : -2% | -4% | / | 1.0% | 35%[38.3 µM] | 5% | -20%[46.1 µM]
COc1ccccc1CNC(=O)CN(c1ccc(C)cc1)S(=O)(=O)c1c(C)nn(C)c1C
 : 8% | 7% | -12% | -2.5% | -1%[38.3 µM] | -3% | ?
Oc1cccc(C(=S)N2CCCCC2)c1
 : 22%[9.22 µM] | -7% | -4% | 1.0% | 8% | -3% | 9%
O=C(NCNC(=O)c1ccccc1)c1ccccc1
 : 0% | -3% | / | 0.8% | 19%[38.3 µM] | 1% | -14%[46.1 µM]
C=CCOc1ccc(C2C(C(=O)c3ccco3)=C(O)C(=O)N2c2nnc(C)s2)cc1 (stereo unspecified)
 : 4%[9.22 µM] | -1% | -16% | 15% | 11µM* | -1% | -51%
O=C(NCCN1CCOCC1)C1CCC(CNS(=O)(=O)c2ccc(Cl)cc2)CC1 (stereo unspecified)
 : -2% | -3% | / | 0.0% | 24%[38.3 µM] | 1% | 4%[46.1 µM]
O=C(O)c1ccc(-n2cccn2)nc1
 : 7% | 3% | 10% | -1.9% | -3% | 0% | 9%
O=C(CN1C(=O)C2C3C=CC(C4CC34)C2C1=O)OCC(=O)c1ccccc1 (stereo unspecified)
 : -1% | 0% | 4% | 0.0% | 4% | 2% | 11%
COC(=O)c1cc(C)sc1NC(=O)c1cccnc1
 : 4% | 1% | -2% | -1.4% | 6%[38.3 µM] | 4% | 2%[46.1 µM]
COc1ccccc1-c1csc(Cc2nnc3n2CCCCC3)n1
 : -16% | 3% | -3% | -1.1% | -13%[38.3 µM] | 4% | -10%[46.1 µM]
Cc1noc(/C=C/c2cccs2)c1S(=O)(=O)N1CCC(C(=O)NCCCN2CCCC(C)C2)CC1 (stereo unspecified)
 : ? | -2% | / | -1.2% | 11% | 6% | ?
Cc1nnc(Nc2ccc(Cl)cc2)n(N)c1=O
 : 1% | -3% | 0% | 1.5% | 1%[38.3 µM] | 6% | 4%[46.1 µM]
Cc1ccc(-n2c(O)cnc2Nc2nc(C)cc(C)n2)cc1
 : 11% | -3% | -4% | 1.7% | 2%[38.3 µM] | 2% | 6%[46.1 µM]
O=C1CN(C(=O)COC(=O)CCNS(=O)(=O)c2ccc(Cl)cc2)c2ccccc2N1
 : -12%[9.22 µM] | / | / | -1.1% | / | 8% | 8%
OCCOCCOc1ccc(-c2nn[nH]n2)cc1
 : -3% | -4% | 33%[activator] | 2.5% | -2% | -1% | -9%
FC(F)(F)c1cc(-c2cccs2)nc(NCc2ccco2)n1
 : -17% | 2% | 8% | 0.0% | 1%[38.3 µM] | 3% | -8%[46.1 µM]
CC1=C(C#N)C(c2ccoc2)C(C(=O)OCc2ccccc2)=C(N)S1 (stereo unspecified)
 : -1% | -2% | -1% | 0.9% | 3% | 7% | -1%[46.1 µM]
COC(=O)C1=C(C(=O)OC)[C@@H]2N(C)c3ccccc3[C@@]23C[C@@H](C(=O)OC)N(C(=O)c2ccc(Br)cc2)C3=N1
 : -20%[9.22 µM] | 3%[7.66 µM] | / | -1.7% | 3% | -2%[13.1 µM] | -21%
CC(C)OC(=O)CSc1nnc(-c2ccccn2)n1C
 : 17% | 1% | -3% | -1.0% | 3%[38.3 µM] | 4% | -3%[46.1 µM]
CCC(=O)N1CCc2cc(S(=O)(=O)CCC(=O)NCc3cccs3)ccc21
 : -9% | -5% | 2% | 0.0% | -12%[38.3 µM] | -3% | -2%[46.1 µM]
O=C(O)C1=C[C@@H](c2ccc(Br)cc2)C[C@@H](OCc2ccc(CO)cc2)O1
 : 0%[9.22 µM] | / | 13% | -4.5% | -9% | 8% | -14%
COC(=O)C(O)C1C(C)(C)C(OC(C)=O)C2CC3=C4CC(=O)OC(c5ccoc5)[C@]4(C)CCC3[C@@]1(C)C2=O (stereo partly specified)
 : / | -3% | / | 4.0% | 9% | -5% | /
COc1ccc(CNC(=O)c2cc(COc3c(F)cccc3F)on2)cc1OC
 : ? | / | 47%[activator] | 4.1% | / | 7% | 8%
O=S(=O)(c1ccccc1)c1nc(-c2ccco2)oc1NCc1cccnc1
 : -8% | -1% | -4% | 3.1% | -1%[38.3 µM] | 0% | -12%[7.67 µM]
CN1c2ccsc2C(O)=C(C(=S)Nc2ccccc2)S1(=O)=O
 : 8% | -2% | / | 0.4% | 10%[38.3 µM] | 1% | -15%[46.1 µM]
Cc1ccc2c(c1)N(C(C)C(=O)NCc1ccccn1)C(=O)CO2 (stereo unspecified)
 : 1%[9.22 µM] | / | -15% | -1.2% | / | -11% | -6%
Cc1nc(NC(=S)NC(=O)c2ccccc2)sc1C
 : 0%[9.22 µM] | / | 12% | -7.3% | / | 6% | -43%
COc1ccc(NC(=O)C(c2ccc(OC)cc2)N(C)C(=O)CNC(C)=O)cc1 (stereo unspecified)
 : 9% | 0% | 8% | -0.9% | -4%[38.3 µM] | 3% | -3%[46.1 µM]
COc1ccc(NC2CC(=O)N(c3ccc(C(=O)O)cc3)C2=O)cc1 (stereo unspecified)
 : 14% | 4% | 0% | -4.2% | 5% | 5% | -2%
COc1cc(Nc2cc(C)nc3nc(C)nn23)cc(OC)c1OC
 : -6% | 2% | 1% | 0.0% | 23%[38.3 µM] | 3% | -6%[46.1 µM]
C=CCn1c(SCC(=O)N(C)C2CCS(=O)(=O)C2)nnc1-c1ccncc1 (stereo unspecified)
 : 11% | -3% | -2% | -1.2% | -9%[38.3 µM] | 3% | 3%[46.1 µM]
COc1ccnc(Oc2ccccc2)c1C(=O)N/C=N/OCc1ccc(F)cc1Cl
 : ? | 0% | 36%[activator] | -1.3% | 6%[38.3 µM] | 27% | -23%[46.1 µM]
O=C(CNc1ccc(Br)cc1)NNC1=NCCC1
 : -2% | 3% | -6% | -1.0% | 1% | 7% | 12%
CCCCCn1c(=O)c(-c2nc3ccccc3[nH]2)c(O)c2ccccc21
 : / | -1% | 2% | 1.1% | 2% | 5% | -21%
Nc1ccc2nc3n(c(=O)c2c1)CCC3
 : 9% | 2% | -12% | 2.7% | 3%[38.3 µM] | 7% | 0%[46.1 µM]
S=c1[nH]nc(-c2ccc3ccccc3n2)n1-c1ccccc1
 : 22% | -1% | 0% | -1.0% | -3% | -1% | -7%
Cn1c(C(=O)N2CCc3ccccc3C2)cc2c(=O)n3ccccc3nc21
 : 1% | -1% | 14% | 0.0% | -21%[38.3 µM] | -3% | -6%[46.1 µM]
CCOC(=O)CC(=O)CSc1nc2ccccc2c(=O)n1-c1ccc(C(=O)N2CCOCC2)cc1
 : -15% | -1% | 0% | 0.0% | -13%[38.3 µM] | 2% | -8%[46.1 µM]
COCCn1c(-c2ccc(Br)cc2)csc1=Nc1cccnc1
 : ? | 0% | -6% | 9.0% | 27% | -22% | ?
S=c1[nH]ncn1/N=C/c1ccc(N2CCOCC2)cc1
 : 6% | -8% | / | -3.9% | 1%[38.3 µM] | -3% | -13%[46.1 µM]
CCOC(=O)C1(C(=O)O)NC(=O)CC1c1ccccc1 (stereo unspecified)
 : 11% | -5% | 2% | -1.1% | 6%[38.3 µM] | -1% | -3%[46.1 µM]
O=C(NCCN1CCN(c2ccccc2)CC1)c1cccn2c(=O)c3ccccc3nc12
 : 2% | / | 2% | -0.9% | / | 2% | ?
C[C@H](CCC(=O)O)[C@H]1CC[C@H]2[C@H]3C(C[C@H](O)[C@]12C)[C@@]1(C)CC[C@@H](O)C[C@H]1C[C@H]3O (stereo partly specified)
 : / | 0% | / | 0.8%&-0.8% | 0%&-3% | 10% | /
CC1(C)Cc2nc(N3CCOCC3)c(C#N)cc2CO1
 : -3% | -2% | 17% | 8.7% | -10%[38.3 µM] | 6% | -5%[46.1 µM]
Cc1cccc(NC(=O)CSc2nnc(-c3ccc(S(=O)(=O)N4CCCC4)cc3)o2)c1
 : 5% | 0% | 2% | -1.1% | 8%[38.3 µM] | -4% | 2%[46.1 µM]
COc1ccc(OCc2nc(N)nc(Nc3cccc(C)c3C)n2)cc1
 : 21% | -2% | 3% | 1.7% | 0%[38.3 µM] | 1% | 6%[46.1 µM]

Source: PubChem BioAssay

This is a subset; the hit share may differ from the screen's.
